Bim-Bcl-W: inhibitors of Bim binding to Bcl-W, primary screen, biochemical, multiplexed, bead-based flow cytometry; hit rate 0.02% among 190,000; inhibition, % at 10 µM; Bim peptide-Bcl-W binding;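 also: 0% = bound tracer without compound and 100% = peptide blocker; higher means less fluorescent Bim peptide bound to Bcl-W beads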
Bfl-1 Bim block: inhibitors of Bim binding to Bfl-1, primary screen, biochemical, multiplexed, bead-based flow cytometry; Bcl-2-related protein A1 (Homo sapiens), Q16548; inhibition, % at 10 µM; Bim-Bfl-1 binding inhibition; hit rate 0.12% among 190,000; AID 1008, 2008;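 also: 0% = wells without compound plus tracer and 100% = blocker peptide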
ABCB1 block: ABCB1 efflux pump inhibitors, primary screen, cell-based, multiplex, flow cytometry, ABCG2 counter-screen; inhibition, % at 6.6 µM; CCRF-Adr cells, JC-1 efflux; ATP-dependent translocase ABCB1 (Homo sapiens), P08183; hit rate 0.067% among 190,000; AID 1326, 2008; in the data active = inhibition above about 40%;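 also: 0% = vehicle and 100% = reference inhibitor; higher value means more JC-1 retained so stronger ABCB1 efflux block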
RGS7-Gao: RGS7-Galphao binding modulators, primary screen, biochemical, multiplexed bead flow cytometry; Guanine nucleotide-binding protein G(o) subunit alpha (Homo sapiens), P09471; AID 1439, 2008; hit rate 0.35% among 220,000; actives lie on both sides; binding response (% of control), % at 10 µM; in the data active = binding response below about 49% or above about 150%;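 also: fluorescent Galphao held in activated GDP-AlF4 state binding bead-coupled RGS7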
Avidin bead fluor: green autofluorescence of compounds with avidin beads – biophysical, 488/530 nm, flow cytometry, artefact control, profiling panel; compound fluorescence 488/530 nm; active compounds read high; fluorescence (KMESF) at 10 µM; hit rate 0.38% among 220,000; in the data active = fluorescence above about 47; also: inactives centre near 10
Bcl-2 Bim block: inhibitors of Bim-Bcl-2 binding, primary screen, biochemical, multiplexed, human Bcl-2 family. hit rate 0.06% among 190,000. inhibition, % at 10 µM. Bead-based flow cytometry, Bim peptide-Bcl-2 binding. AID 950, 2007; in the data active = inhibition above about 40%;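 also: 0% = no compound wells with probe peptide and 100% = reference peptide inhibitor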
Target sequence (P10415 whole entry, looked up): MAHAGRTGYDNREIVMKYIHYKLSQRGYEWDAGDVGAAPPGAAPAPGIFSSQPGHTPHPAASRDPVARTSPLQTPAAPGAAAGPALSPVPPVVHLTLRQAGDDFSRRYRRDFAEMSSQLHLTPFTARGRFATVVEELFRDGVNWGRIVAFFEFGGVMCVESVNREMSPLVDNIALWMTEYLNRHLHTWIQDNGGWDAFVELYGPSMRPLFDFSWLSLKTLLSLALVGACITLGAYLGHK
GSH bead fluor: compound fluorescence on glutathione beads, profiling panel, artefact control, biophysical, 488/530 nm, flow cytometry; hit rate 0.25% among 190,000; fluorescence (KMESF) at 10 µM; GSH beads flow cytometry, compound fluorescence 488/530 nm; active compounds read high; AID 1776, 2009; in the data active = fluorescence above about 89;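 also: glutathione beads carrying GST-tagged Bcl family fusion proteins plus one bare bead set; values are compound well signal with DMSO vehicle wells as background; inactives centre near 16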
ABCG2 inh: ABCG2 efflux pump inhibitors, primary screen, multiplex with ABCB1, IgMXP3 cells, flow cytometry. Broad substrate specificity ATP-binding cassette transporter ABCG2 (Homo sapiens), Q9UNQ0. JC-1 efflux. inhibition, % at 6.6 µM. hit rate 0.1% among 190,000;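 active = inhibition above 80%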;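 also: 0% = DMSO and 100% = nicardipine control wells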
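Times: 10 min at 25 °C | Test system: Two drug-resistant human cell lines, ABCG2 and ABCB1 | Quantity: 3 million cells/mL final, two lines in 1:1 ratio | Signal: Flow cytometry, 530 nm JC-1 signal | Dosing: Compound at 6.6 µM | Controls: Nicardipine and DMSO wells | Reagent: JC-1 as fluorescent efflux pump substrate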
RGS4-Gao reg: modulators of RGS4 binding to Galphao, primary screen, biochemical, multiplexed bead flow cytometry | Guanine nucleotide-binding protein G(o) subunit alpha (Homo sapiens), P09471 | hit rate 0.33% among 220,000 | AID 1415, 2008 | binding response (% of control), % at 10 µM | actives lie on both sides; in the data active = binding response below about 49% or above about 150%; inactive = in between;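 also: fluorescent Galphao activated with aluminum fluoride binding bead-coupled RGS4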
Bcl-B Bim block: inhibitors of Bim-Bcl-B binding, primary screen, biochemical, multiplexed, human Bcl-2 family; Bcl-2-like protein 10 (Homo sapiens), Q9HD36; bead-based flow cytometry, Bim peptide-Bcl-B binding; inhibition, % at 10 µM; hit rate 0.073% among 190,000;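 also: 0% = tracer peptide without compound and 100% = reference inhibitor peptide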
Target sequence (Q9HD36 whole entry, looked up): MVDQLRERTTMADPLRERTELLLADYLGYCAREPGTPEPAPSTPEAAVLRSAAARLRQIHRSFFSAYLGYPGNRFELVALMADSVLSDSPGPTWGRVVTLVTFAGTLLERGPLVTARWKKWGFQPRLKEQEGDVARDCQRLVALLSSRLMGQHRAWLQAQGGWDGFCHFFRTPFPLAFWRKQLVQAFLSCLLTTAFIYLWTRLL
Bcl-XL Bim block: inhibitors of Bim-Bcl-XL binding, primary screen, biochemical, multiplexed, bead flow cytometry, human Bcl-XL. Bim peptide-Bcl-XL binding, fluorescence. inhibition, % at 10 µM. hit rate 0.04% among 190,000. AID 1007, 2008
Target sequence (Q07817 whole entry, looked up): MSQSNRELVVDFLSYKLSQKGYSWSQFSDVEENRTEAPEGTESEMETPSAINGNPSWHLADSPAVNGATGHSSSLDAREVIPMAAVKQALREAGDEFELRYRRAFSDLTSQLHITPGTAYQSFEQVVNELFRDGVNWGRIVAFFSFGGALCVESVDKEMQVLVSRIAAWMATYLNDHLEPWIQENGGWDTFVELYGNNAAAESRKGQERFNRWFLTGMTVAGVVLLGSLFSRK
* = called active by the depositor; & = joins results of further samples. Rule as the data show it, unless noted: active = inhibition above about 40%. The list is partial; count on the stated rates, not on these rows.

For Cn1c(=O)c2c(ncn2CCO)n(C)c1=O the results were Bim-Bcl-W 0, Bfl-1 Bim block -1, RGS7-Gao 97, Avidin bead fluor 6, Bcl-2 Bim block -3, GSH bead fluor 63, ABCG2 inh 1, RGS4-Gao reg 97, Bcl-B Bim block 0 and Bcl-XL Bim block 0.
For CNc1c2c(nn1C)CCCC2 the results were Bim-Bcl-W -1, Bfl-1 Bim block -17, ABCB1 block -2.0, RGS7-Gao 100, Avidin bead fluor 14, Bcl-2 Bim block -9, GSH bead fluor 37, ABCG2 inh 1, RGS4-Gao reg 104, Bcl-B Bim block -10 and Bcl-XL Bim block -10.
For COc1ccc2nc(NC(=O)Nc3ccccc3)sc2c1 the results were Bim-Bcl-W -2, Bfl-1 Bim block 1, ABCB1 block -0.9, RGS7-Gao 101, Avidin bead fluor 6, Bcl-2 Bim block 1, GSH bead fluor 18, ABCG2 inh -1, RGS4-Gao reg 100, Bcl-B Bim block -4 and Bcl-XL Bim block -3.
For NC(N)=NC(=O)Cc1c(Cl)cccc1Cl the results were Bim-Bcl-W 0, Bfl-1 Bim block 5, ABCB1 block 0.2, RGS7-Gao 118, Avidin bead fluor 9, Bcl-2 Bim block -1, GSH bead fluor 20, ABCG2 inh 0, RGS4-Gao reg 122, Bcl-B Bim block -1 and Bcl-XL Bim block -3.
`C=C1c2cccc(O)c2C(O)=C2C(=O)[C@]3(O)C(O)=C(C(N)=O)C(=O)[C@@H](N(C)C)[C@@H]3[C@@H](O)[C@H]12` gave Bim-Bcl-W -7, Bfl-1 Bim block 0, ABCB1 block -1.1, RGS7-Gao 105, Avidin bead fluor 5, Bcl-2 Bim block -1, GSH bead fluor 21, ABCG2 inh -2, RGS4-Gao reg 92, Bcl-B Bim block 1 and Bcl-XL Bim block -8.
Screening COc1ccc2ccc(=O)oc2c1 returned Bim-Bcl-W -3, Bfl-1 Bim block -1, ABCB1 block 0.7, RGS7-Gao 105, Avidin bead fluor 10, Bcl-2 Bim block -1, GSH bead fluor 17, ABCG2 inh -2, RGS4-Gao reg 104, Bcl-B Bim block -4 and Bcl-XL Bim block -5.
Screening COc1ccccc1OCCNCC(O)COc1cccc2[nH]c3ccccc3c12 (centres undefined) returned Bim-Bcl-W -1&0, Bfl-1 Bim block 0&0, RGS7-Gao 104&101, Avidin bead fluor 6&5, Bcl-2 Bim block 0&0, GSH bead fluor 68&68, ABCG2 inh 4&2, RGS4-Gao reg 100&102, Bcl-B Bim block -2&-4 and Bcl-XL Bim block -3&-1.
CCCCC1C(=O)N(c2ccccc2)N(c2ccccc2)C1=O was read as Bim-Bcl-W 11, Bfl-1 Bim block 13, ABCB1 block 0.5, Bcl-2 Bim block 17, GSH bead fluor 14, ABCG2 inh 2, Bcl-B Bim block -7 and Bcl-XL Bim block 4.
C/C=C(/C)C(=O)OC1c2c(ccc3ccc(=O)oc23)OC(C)(C)C1OC(=O)/C(C)=C\C (centres undefined) was read as Bim-Bcl-W -7, Bfl-1 Bim block -6, ABCB1 block 2.7, RGS7-Gao 102, Avidin bead fluor 5, Bcl-2 Bim block -7, GSH bead fluor 21, ABCG2 inh 6, RGS4-Gao reg 103, Bcl-B Bim block -5 and Bcl-XL Bim block -6.
For Cc1cccc(C)c1NC(=O)C1CCCCN1C (centres undefined) the results were Bim-Bcl-W 0, Bfl-1 Bim block -1, ABCB1 block 0.1, RGS7-Gao 101, Avidin bead fluor 7, Bcl-2 Bim block 2, GSH bead fluor 20, ABCG2 inh 0, RGS4-Gao reg 101, Bcl-B Bim block -4 and Bcl-XL Bim block 0.
`CCCCOc1ccc(CC(=O)NO)cc1` gave Bim-Bcl-W 0, Bfl-1 Bim block 2, ABCB1 block 0.2, RGS7-Gao 100, Avidin bead fluor 10, Bcl-2 Bim block 2, GSH bead fluor 21, ABCG2 inh 0, RGS4-Gao reg 101, Bcl-B Bim block -2 and Bcl-XL Bim block 0.
Screening Cc1cccc2c1NC(=O)/C2=C\C(=O)c1cccs1 returned Bim-Bcl-W 0, Bfl-1 Bim block -16, ABCB1 block 1.3, RGS7-Gao 101, Avidin bead fluor 14, Bcl-2 Bim block -10, GSH bead fluor 36, ABCG2 inh 48, RGS4-Gao reg 102, Bcl-B Bim block -8 and Bcl-XL Bim block -6.
C[C@@H]1C[C@H]2[C@@H]3C[C@H](F)C4=CC(=O)C=C[C@]4(C)[C@@]3(F)[C@@H](O)C[C@]2(C)[C@@]1(O)C(=O)COC(=O)C(C)(C)C was read as Bim-Bcl-W -1, Bfl-1 Bim block -1, ABCB1 block 1.0, RGS7-Gao 98, Avidin bead fluor 7, Bcl-2 Bim block 0, GSH bead fluor 20, ABCG2 inh 4, RGS4-Gao reg 98, Bcl-B Bim block -6 and Bcl-XL Bim block 0.
For O=c1cc(-c2ccc(O)cc2)oc2cc(O[C@@H]3O[C@H](CO)[C@@H](O)[C@H](O)[C@H]3O[C@@H]3OC[C@](O)(CO)[C@H]3O)cc(O)c12 the results were Bim-Bcl-W -1, Bfl-1 Bim block 1, ABCB1 block 0.2, RGS7-Gao 96, Avidin bead fluor 6, Bcl-2 Bim block 2, GSH bead fluor 18, ABCG2 inh -2, RGS4-Gao reg 96, Bcl-B Bim block -3 and Bcl-XL Bim block -2.
CN(C)CCOc1ccccc1Cc1ccccc1 was read as Bim-Bcl-W -1, Bfl-1 Bim block -1, ABCB1 block -0.2, RGS7-Gao 102, Avidin bead fluor 10, Bcl-2 Bim block 1, GSH bead fluor 21, ABCG2 inh -1, RGS4-Gao reg 101, Bcl-B Bim block -3 and Bcl-XL Bim block -2.

Reprinted at random: 2 records from the list, in no set order.
For Cn1c(=O)c2c(ncn2CCO)n(C)c1=O the results were Bim-Bcl-W 0, Bfl-1 Bim block -1, RGS7-Gao 97, Avidin bead fluor 6, Bcl-2 Bim block -3, GSH bead fluor 63, ABCG2 inh 1, RGS4-Gao reg 97, Bcl-B Bim block 0 and Bcl-XL Bim block 0.
For COc1ccc2nc(NC(=O)Nc3ccccc3)sc2c1 the results were Bim-Bcl-W -2, Bfl-1 Bim block 1, ABCB1 block -0.9, RGS7-Gao 101, Avidin bead fluor 6, Bcl-2 Bim block 1, GSH bead fluor 18, ABCG2 inh -1, RGS4-Gao reg 100, Bcl-B Bim block -4 and Bcl-XL Bim block -3.

Already shown: 2 of the compounds above.
For O=c1cc(-c2ccc(O)cc2)oc2cc(O[C@@H]3O[C@H](CO)[C@@H](O)[C@H](O)[C@H]3O[C@@H]3OC[C@](O)(CO)[C@H]3O)cc(O)c12 the results were Bim-Bcl-W -1, Bfl-1 Bim block 1, ABCB1 block 0.2, RGS7-Gao 96, Avidin bead fluor 6, Bcl-2 Bim block 2, GSH bead fluor 18, ABCG2 inh -2, RGS4-Gao reg 96, Bcl-B Bim block -3 and Bcl-XL Bim block -2.
CN(C)CCOc1ccccc1Cc1ccccc1 was read as Bim-Bcl-W -1, Bfl-1 Bim block -1, ABCB1 block -0.2, RGS7-Gao 102, Avidin bead fluor 10, Bcl-2 Bim block 1, GSH bead fluor 21, ABCG2 inh -1, RGS4-Gao reg 101, Bcl-B Bim block -3 and Bcl-XL Bim block -2.
